High-throughput results from PubChem.
aSyn rescue = qHTS of alpha-syn Inhibitors. Yeast expressing alpha-synuclein, growth rescue, BacTiter-Glo, 24 h. Potency, µM (titrated, usually from 46.1 µM), without a hit: at the highest dose growth rescue (activation), hits mostly activators. hit rate 0.14% among 370,000; further: potency means the concentration at half of the fitted maximal effect; % of control where 0% means no effect; nearly all actives have a fitted effect of over 65% in size
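Readout is rescue of growth in alpha-synuclein-expressing yeast, so inhibitors of toxicity appear as activators. Growth after 24 hr at 30 deg C in galactose medium is quantified by luminescence.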
DRD3 antagonist = qHTS of D3 Dopamine Receptor Antagonist: qHTS | D3R cells, DiscoveRx beta-arrestin luminescence, antagonist mode; hits give low values | max response, negative = inhibition, % | D(3) dopamine receptor (Homo sapiens), P35462 | hit rate 2.5% among 360,000; in the data active means max response below about -50%; inconclusive means no clear call, values can overlap the other calls; further: on the % scale 0 is the no-effect control and ±100 the full control effect; mostly tested at two doses, the higher about 12 µM
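Cells plated overnight at 1500 cells/well, then exposed to library compounds with dopamine controls for 90 minutes at 37 degrees C. DiscoveRx reagent added for 30–60 minutes at room temperature; luminescence read, quantitative HTS format.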
EPAC2 ag = qHTS for Agonist of cAMP-regulated guanine nucleotide exchange factor 4 (EPAC2): primary screen; EPAC2 activation, biochemical qHTS; response scale: 100% = 6.5 mM cAMP response; AID 720711, 2013; hit rate 0.079% among 360,000; Potency, µM (series often up to 154 µM), without a hit: top-dose activation, most hits filed as activators; Rap guanine nucleotide exchange factor 4 (Homo sapiens), Q8WZA2; further: potency means the concentration at half of the fitted maximal effect; nearly all actives have a fitted effect of over 50% in size
Target sequence (Q8WZA2 whole entry, looked up): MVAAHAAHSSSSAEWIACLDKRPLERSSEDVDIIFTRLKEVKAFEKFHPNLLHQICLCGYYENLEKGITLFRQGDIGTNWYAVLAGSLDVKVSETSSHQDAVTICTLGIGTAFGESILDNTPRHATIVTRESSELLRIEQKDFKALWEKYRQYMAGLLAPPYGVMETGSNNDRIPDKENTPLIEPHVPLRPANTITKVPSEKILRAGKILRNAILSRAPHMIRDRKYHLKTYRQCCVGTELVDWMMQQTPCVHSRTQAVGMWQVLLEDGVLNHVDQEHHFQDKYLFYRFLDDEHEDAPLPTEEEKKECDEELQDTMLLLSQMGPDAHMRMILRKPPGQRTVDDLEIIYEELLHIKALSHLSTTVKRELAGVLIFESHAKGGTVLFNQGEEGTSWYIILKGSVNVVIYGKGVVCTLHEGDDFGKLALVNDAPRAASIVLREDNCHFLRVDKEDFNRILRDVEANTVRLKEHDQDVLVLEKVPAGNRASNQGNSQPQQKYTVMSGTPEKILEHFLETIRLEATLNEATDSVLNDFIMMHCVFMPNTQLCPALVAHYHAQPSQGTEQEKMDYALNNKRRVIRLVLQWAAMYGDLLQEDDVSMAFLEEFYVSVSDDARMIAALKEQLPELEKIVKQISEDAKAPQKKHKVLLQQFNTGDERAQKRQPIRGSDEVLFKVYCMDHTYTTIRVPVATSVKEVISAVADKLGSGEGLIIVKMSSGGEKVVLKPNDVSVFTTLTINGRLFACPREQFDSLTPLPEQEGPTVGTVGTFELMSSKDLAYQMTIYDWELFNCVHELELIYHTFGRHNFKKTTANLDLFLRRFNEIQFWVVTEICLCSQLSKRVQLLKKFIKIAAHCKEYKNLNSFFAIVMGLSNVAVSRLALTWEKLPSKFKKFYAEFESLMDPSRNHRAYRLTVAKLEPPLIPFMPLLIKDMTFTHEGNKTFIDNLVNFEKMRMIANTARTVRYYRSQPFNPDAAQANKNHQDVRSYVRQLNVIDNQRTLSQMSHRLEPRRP
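Compounds were added across a concentration range to EPAC2 (100 nM), RAP1B-BODIPY-GDP (250 nM) and GDP (50 uM). After 5 min at room temperature, fluorescence was recorded at 5-min intervals for 30 min.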
FUS yeast rescue = qHTS for Suppressors of FUS Proteinopathy: Primary screen using FUS-linked yeast assay. S. cerevisiae FUS-expressing, growth rescue, OD600, 24 h. Potency, µM (titrated, usually from 76.6 µM), inactives show at the top dose growth rescue (activation), usual class: activators. hit rate 0.24% among 390,000;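 further: potency means the concentration at half of the fitted maximal effect; plate controls were DMSO vehicle for no effect and reference control for full effect; nearly all actives have a fitted effect of over 55% in size; some results filed as inactive show a strong effect at the top dose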
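S. cerevisiae expressing FUS from galactose induction served as the toxicity model. Growth after 24hr at 30C, read as absorbance at 600 nm, indicates suppression of toxicity; compounds dosed at several concentrations.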
Abeta rescue = qHTS for compounds that reverse cellular toxicity of Amyloid beta (A-beta) peptide in yeast: Primary Screen. yeast expressing A-beta42, growth rescue, OD600, 48 h; response scale: 0% DMSO, 100% iron-clioquinol control. Potency, µM (titrated, usually from 46.1 µM), without a hit: at the highest dose growth rescue, most hits filed as activators. hit rate 0.063% among 410,000; further: potency means the concentration at half of the fitted maximal effect; nearly all actives have a fitted effect of over 55% in size
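Growth rescue measured by 600 nm absorbance after 48 h yeast culture at 30 C with compound. Values normalized between DMSO and an equimolar ferric chloride plus clioquinol control.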
DRD3 agonist = qHTS of D3 Dopamine Receptor Agonist: qHTS; D3R DiscoveRx beta-arrestin cells, luminescence, 90 min; D(3) dopamine receptor (Homo sapiens), P35462; hit rate 0.58% among 410,000; AID 652048, 2013; max activation, %; in the data active means max activation above about 30%; further: 0% is about no effect; mostly tested at two doses, the higher about 12 µM
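Agonist mode: compounds and dopamine controls were applied to plated cells for 90 min at 37 degrees C after an overnight attachment at 1500 cells/well. Luminescent read-out followed 30 - 60 minutes at room temperature with DiscoveRx detection reagent.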
EPAC2 antagonist = qHTS for Antagonist of cAMP-regulated guanine nucleotide exchange factor 2 (EPAC2): primary screen; Rap guanine nucleotide exchange factor 4 (Homo sapiens), Q8WZA2; EPAC2 GEF exchange of Rap1B-BODIPY-GDP, fluorescence; Potency, µM (top dose mostly 114 µM), without a hit: at the highest dose activity, negative = inhibition, usual class: inhibitors; hit rate 0.18% among 360,000; further: potency means the concentration at half of the fitted maximal effect; on the % scale 0 is the no-effect control and ±100 the full control effect; nearly all actives have a fitted effect of over 45% in size; many of its hits are not listed in these tables
TDP-43 yeast inh = qHTS of TDP-43 Inhibitors; TDP-43 expressing yeast growth rescue, BacTiter-Glo, 24 h; Potency, µM (titrated, usually from 46.1 µM), for inactives: top-dose growth rescue (activation), most hits filed as activators; hit rate 1.8% among 410,000; AID 652104, 2013; further: potency means the concentration at half of the fitted maximal effect; % of control where 0% means no effect; nearly all actives have a fitted effect of over 50% in size
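Galactose-induced TDP-43 yeast, OD600=0.02, compound pinned; 24 hr, 30 deg C; BacTiter-Glo luminescence for growth. Inhibitors of TDP-43 toxicity read as activators.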
* hit, by the source's call; ? = inconclusive; · = no result given; [ ] = remark or other dose. Unless noted, the call rests on the fitted dose curve; in most records, active means well fitted curve in the direction sought with a large enough effect; inconclusive means small, poorly fitted or top-dose-only effect, or another doubt; inactive means no such curve, though single readings can be large; an effect the other way counts as inactive or inconclusive.

1) O=C(CCC1CCCC1)Nc1cc(Cl)ccc1N1CCOCC1
2) O=C(c1cc2c(s1)CCCC2)n1cccn1
3) Cc1ccc(S(=O)(=O)n2nc(-c3ccccc3)nc2NCc2ccc(Cl)cc2)cc1
4) O=c1oc(-c2ccccc2)c(-c2ccccc2)c2ccccc12
5) COc1ccccc1OCCNc1cc(N2CCCCC2)ccc1[N+](=O)[O-]
6) COc1ccccc1N1CCN(C(C)C(=O)N2CC(C)OC(C)C2)CC1 (stereo not given)
7) CCOC(=O)C1CCCN(C(=O)c2ccc3nc(-c4cccc(OC)c4)oc3c2)C1 (stereo not given)
8) CCCCn1c(N)c(N(CCOC)C(=O)c2cc(S(=O)(=O)N3CCCCC3)ccc2C)c(=O)[nH]c1=O
screen / no.	1	2	3	4	5	6	7	8
aSyn rescue	-2%	3%	·	3%	10%	-6%	4%	-1%
DRD3 antagonist	-19	-4	·	4	18	-13	-13	3
EPAC2 ag	8%	6%	·	4%	4%	8%	9%	-2%
FUS yeast rescue	23%	·	-13%	-2%	-5%	-6%	26%	11%
Abeta rescue	-3%	-26%	-8%	6%	16%	4%	-3%	-2%
DRD3 agonist	-5	-6	1	-8	-1	-1	-8	6
EPAC2 antagonist	-18%	15%	·	45µM*	-10%	8%	0%	1%
TDP-43 yeast inh	?	?	10%	-9%	26%	24%	29%	-2%

9) COc1ccc(/C=C/c2cc(O)cc(OC3OC(CO)C(O)C(O)C3O)c2)cc1 (stereo not given)
10) Cc1ccc(CN(Cc2cccn2-c2nnc(N3CCCC3=O)s2)C(=O)Nc2cc(C)cc(C)c2)cc1
11) COC(=O)Cn1c(=NC(=O)C(C)C)sc2c(C)cc(C)cc21
12) CCOC(=O)C1=NN(C(=O)Cc2ccccc2)C(O)(C(C)(C)C)C1 (stereo not given)
13) CCCn1nc(C(=O)NC2CCCc3ccccc32)c2ccccc2c1=O (stereo not given)
14) CCOC(=O)C1(C)C=C(Nc2ccc(C)cc2)C(=O)N1c1ccc(C)cc1 (stereo not given)
15) CC1CCC(NC(=O)c2cccc(S(=O)(=O)N3CCN(c4ccccc4)CC3)c2)CC1 (stereo not given)
16) COc1ccc(-c2nc(NC(=O)CSc3nnc4ccccn34)ns2)cc1
screen / no.	9	10	11	12	13	14	15	16
aSyn rescue	3%	·	-2%	3%	6%	-2%	-1%	0%
DRD3 antagonist	-6	·	-22	6	24	4	-24	39
EPAC2 ag	5%	·	4%	-3%	12%	7%	-7%	9%
FUS yeast rescue	-25%	16%	-22%	-3%	31%	12%	-6%	6%
Abeta rescue	-10%	-52%[inhibitor]	3%	8%	6%	2%	1%	16%
DRD3 agonist	10	-13	4	1	0	4	-9	1
EPAC2 antagonist	-7%	·	0%	-1%	-10%	4%	0%	0%
TDP-43 yeast inh	21%	-13%	0%	-2%	?	7%	-15%	18%

17) O=C(Nc1cccc(F)c1)NC1CCCc2ccccc21 (stereo not given)
18) O=C(CCN1CCOCC1)c1ccc2c(c1)OCCO2
19) Cc1cccc(OCC(=O)NCCCNC(=O)c2ccco2)c1
20) COc1ccc(/C(C)=N/NC(=O)CNC(=O)c2cccs2)cc1OC
21) CCOc1ccc(NC(=O)N2CC=C(n3c(=O)[nH]c4ccccc43)CC2)cc1
22) COC(=O)c1ccccc1NC(=S)N(Cc1ccc2c(c1)OCO2)Cc1cc2cccc(C)c2[nH]c1=O
23) FC(F)(F)Oc1ccccc1C(c1nnnn1Cc1ccccc1)N1CCN(C/C=C/c2ccccc2)CC1 (stereo not given)
24) Cc1nn(Cc2ccc(Cl)cc2)c(C)c1NC(=O)c1cc(C(C)C)on1
screen / no.	17	18	19	20	21	22	23	24
aSyn rescue	-3%	4%	1%	-7%	1%	-9%	-13%	8%
DRD3 antagonist	6	-8	12	-2	-51*	34	-66*	0
EPAC2 ag	13%	0%[15.6 µM]	5%	10%	-2%	-11%	6%	3%
FUS yeast rescue	7%	-8%	23%	-30%	12%	-2%	12%	10%
Abeta rescue	32%	-32%[inhibitor]	2%	-8%	24%	-3%	-8%	2%
DRD3 agonist	1	-9	-7	0	2	2	-20	2
EPAC2 antagonist	4%	-9%	0%	3%[57.1 µM]	3%[57.1 µM]	-5%	?	0%
TDP-43 yeast inh	13µM*	-15%	-9%	-2%	-8%	5%	7%	6%

25) Cc1cc(OCc2cccc(S(=O)(=O)N3CCOCC3)c2)ccc1Cl
26) O=C(O)CCCCNS(=O)(=O)c1ccc(Cl)c(C(F)(F)F)c1
27) Cn1c(N)c(C(=O)COC(=O)Cc2ccc(Br)cc2)c(=O)n(C)c1=O
28) O=C(NC1CCCCC1)C(c1ccccn1)N(C(=O)c1csnn1)C1CC1 (stereo not given)
29) O=C1CC[C@@H](C(=O)N2CSC[C@@H]2C(=O)Nc2ccc(C(F)(F)F)cc2)N1
30) Cn1c(-[n+]2c(-c3ccccc3)cc(-c3ccccc3)cc2-c2ccccc2)nc2cc([N+](=O)[O-])ccc21
31) COc1ccc(Cc2nc(=S)[nH][nH]2)cc1Br
32) NC(=O)[C@@H]1CCCN1C(=O)c1ccc2nc(Cc3cccc(Cl)c3)oc2c1
screen / no.	25	26	27	28	29	30	31	32
aSyn rescue	0%	9%	-2%	-2%	0%	12%	0%	-9%
DRD3 antagonist	14	9	-6	5	-4	13	-17	-5
EPAC2 ag	20%	8%	1%	9%	0%	-6%	-3%	-3%
FUS yeast rescue	38%	17%	-20%	13%	-37%	4%	13%	-3%
Abeta rescue	22%	1%	9%	-1%	-9%	-8%	-5%	-9%
DRD3 agonist	3	1	-1	6	0	10	1	-1
EPAC2 antagonist	-3%	11%[57.1 µM]	-19%	5%	-2%	7%	2%	-6%
TDP-43 yeast inh	35µM*	17%	-11%	1%	7%	20%	0%	-5%

33) CCn1c(COc2ccccc2C)nnc1SCC(=O)N1CCCCC1
34) CN(C)c1ccc(CNC(=O)CC[C@H]2O[C@@H](n3cnc4c(NC(=O)c5ccccc5)ncnc43)[C@H](O)[C@@H]2O)cc1
35) O=C(Cc1ccccc1F)N1CCC(c2nc3c(nnn3Cc3ccc(F)cc3)c(=O)[nH]2)CC1
36) Cc1cc(C(=O)COC(=O)c2ccc(O)cc2O)c(C)n1-c1ccc(OC(F)F)cc1
37) O=C(c1ccc(OCC2CCCO2)cc1)N1CCN(S(=O)(=O)c2cccc(F)c2)CC1 (stereo not given)
38) CC(c1ccccc1)C1CC(=O)N(c2ccc([N+](=O)[O-])cc2)C1=O (stereo not given)
39) CCOC(=O)Cc1nnc(NC(=O)CSc2nncn2C)s1
40) Cc1ccc(SCCNC(=O)C(CO)(CO)CO)cc1
screen / no.	33	34	35	36	37	38	39	40
aSyn rescue	5%	1%	·	1%	-4%	3%	5%	-1%
DRD3 antagonist	2	-1	·	24	10	16	-7	18
EPAC2 ag	1%	8%	·	-9%	7%	3%	7%	9%
FUS yeast rescue	28%	7%	?	0%	-7%	21%	-10%	8%
Abeta rescue	11%	-4%	-2%	-10%	0%	4%	12%	-4%
DRD3 agonist	3	-18	9	21	-6	-7	-11	-13
EPAC2 antagonist	3%	30%[activator]	·	-2%	12%	-2%	-1%	1%
TDP-43 yeast inh	-11%	-5%	20%	11%	6%	-7%	-11%	-23%

41) O=C(NC(=S)Nc1nc(-c2cccc3ccccc23)cs1)c1cc2ccccc2o1
42) CCOc1ccc2nc(N3CCCC(C(=O)NCc4ccccc4OC)C3)sc2c1 (stereo not given)
43) CC(C)NC(=O)N(C)C[C@@H]1Oc2ccc(NC(=O)Nc3ccc(C(F)(F)F)cc3)cc2CC(=O)N([C@H](C)CO)C[C@@H]1C
44) Oc1ccccc1N=Cc1ccc[nH]1
45) Cc1ccc(S(=O)(=O)Nc2ccc3nc(C)sc3c2)cc1
46) CCOC(=O)c1c(NC(=O)C2COc3ccccc3O2)sc2c1CC(C)(C)NC2(C)C (stereo not given)
screen / no.	41	42	43	44	45	46
aSyn rescue	-3%	·	0%	4%	1%	-7%
DRD3 antagonist	-3	·	25	-19	22	0
EPAC2 ag	8%	·	-6%	6%	-6%	10%
FUS yeast rescue	-8%	-34%	40%	32%	-6%	9%
Abeta rescue	-6%	-12%	6%	-20%	-8%	-11%
DRD3 agonist	4	2	-28	8	1	1
EPAC2 antagonist	3%	·	?	13%	10%[57.1 µM]	-8%
TDP-43 yeast inh	4%	17%	5%	-5%	29%	-7%

Some of these compounds in order of SMILES length, largest number first.
29) O=C1CC[C@@H](C(=O)N2CSC[C@@H]2C(=O)Nc2ccc(C(F)(F)F)cc2)N1
36) Cc1cc(C(=O)COC(=O)c2ccc(O)cc2O)c(C)n1-c1ccc(OC(F)F)cc1
9) COc1ccc(/C=C/c2cc(O)cc(OC3OC(CO)C(O)C(O)C3O)c2)cc1 (stereo not given)
4) O=c1oc(-c2ccccc2)c(-c2ccccc2)c2ccccc12
44) Oc1ccccc1N=Cc1ccc[nH]1
screen / no.	29	36	9	4	44
aSyn rescue	0%	1%	3%	3%	4%
DRD3 antagonist	-4	24	-6	4	-19
EPAC2 ag	0%	-9%	5%	4%	6%
FUS yeast rescue	-37%	0%	-25%	-2%	32%
Abeta rescue	-9%	-10%	-10%	6%	-20%
DRD3 agonist	0	21	10	-8	8
EPAC2 antagonist	-2%	-2%	-7%	45µM*	13%
TDP-43 yeast inh	7%	11%	21%	-9%	-5%

Not all compounds are listed, so the mix of outcomes need not match the whole.
